# Bioassay records from PubChem BioAssay.
# M5 ag = agonists of human muscarinic M5 receptor (CHRM5); P08912; CHO-K1 hM5 cells, Fluo-8 calcium fluorescence; 0% DMSO wells, 100% maximal acetylcholine response; activation, % at 3 µM; actives 0.19% (n = 360,000);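 active means activation above the run's mean over test compounds plus 3 SD, cut at about 23% in these data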;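 further: signal is peak over basal fluorescence ratio across the kinetic read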
# Target sequence (P08912 whole entry, looked up): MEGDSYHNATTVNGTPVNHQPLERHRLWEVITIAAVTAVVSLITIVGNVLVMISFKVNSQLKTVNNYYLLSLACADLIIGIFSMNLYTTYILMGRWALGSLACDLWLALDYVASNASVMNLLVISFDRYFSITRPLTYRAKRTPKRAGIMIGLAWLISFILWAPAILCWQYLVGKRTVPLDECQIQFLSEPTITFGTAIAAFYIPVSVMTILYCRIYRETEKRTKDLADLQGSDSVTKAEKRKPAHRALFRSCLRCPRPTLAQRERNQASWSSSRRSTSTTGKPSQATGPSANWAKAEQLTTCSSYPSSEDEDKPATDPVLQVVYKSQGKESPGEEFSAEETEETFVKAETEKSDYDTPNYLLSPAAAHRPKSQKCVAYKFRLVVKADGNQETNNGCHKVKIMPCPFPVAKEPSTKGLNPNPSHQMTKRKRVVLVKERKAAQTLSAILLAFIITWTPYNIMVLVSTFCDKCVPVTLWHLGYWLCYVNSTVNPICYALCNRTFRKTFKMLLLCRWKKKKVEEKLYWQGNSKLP
# CHRM5 antagonist = blocks acetylcholine activation of human M5 receptor; CHO-hM5 cells, Fluo-8 calcium fluorescence, ACh EC80; inhibition, % at 3 µM; actives 0.59% (n = 360,000); AID 624040;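 active means inhibition above a per-plate cutoff, the mean of that plate's test compounds plus 3 SD, cut at about 27% in these data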;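 further: 0% = acetylcholine EC80 with DMSO and 100% = DMSO without agonist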
# M4 PAM = positive allosteric modulators of human muscarinic M4 receptor; P08173; CHO-K1 hM4/Gqi5, Fluo-8 calcium fluorescence, ACh EC20; 0% = ACh EC20, 100% = maximal ACh; activation, % at 3 µM; actives 0.4% (n = 360,000); AID 624126;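 active means activation above its plate's cutoff, the mean activation of sample wells plus 3 SD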; further: some results filed as inactive read as strong as hits
# M1 PAM = human CHRM1 positive allosteric modulation; CHO-K1 hM1, Fluo-8 calcium fluorescence, ACh EC20; 0% = ACh EC20, 100% = maximal ACh; activation, % at 3 µM; actives 0.088% (n = 360,000); in the data active means activation above about 19%, passing the limit was not always enough
# Target sequence (P11229 whole entry, looked up): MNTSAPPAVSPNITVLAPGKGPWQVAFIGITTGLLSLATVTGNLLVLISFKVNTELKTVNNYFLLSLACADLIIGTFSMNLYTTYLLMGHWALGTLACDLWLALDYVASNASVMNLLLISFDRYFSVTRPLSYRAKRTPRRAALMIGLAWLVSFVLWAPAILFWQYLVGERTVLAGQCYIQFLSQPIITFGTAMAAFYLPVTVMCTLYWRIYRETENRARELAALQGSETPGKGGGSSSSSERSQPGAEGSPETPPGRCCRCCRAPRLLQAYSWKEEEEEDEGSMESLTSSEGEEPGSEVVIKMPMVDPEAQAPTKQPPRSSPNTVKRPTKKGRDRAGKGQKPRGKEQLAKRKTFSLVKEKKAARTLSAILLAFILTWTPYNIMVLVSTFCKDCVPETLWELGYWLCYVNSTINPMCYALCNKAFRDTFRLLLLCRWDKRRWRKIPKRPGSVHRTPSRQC
# CRFBP-R2 agonist = agonists of human CRF-binding protein/CRF-R2 receptor complex; HEK293 CRF-R2/CRF-BP, calcium dye fluorescence (FLIPR); percent of saturating CRF peptide response; activation, % at 13.2 µM; actives 0.46% (n = 350,000);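 active means activation of at least 50%, plus an integration ratio under a set limit after plate pattern correction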;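 further: plate controls were neutral control wells without compound for no effect and CRF at EC100 for full effect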
# CRFR2-BP antag = blocks CRF-induced signaling of the CRF-BP/CRF-R2 complex | HEK293 CRF-R2/CRF-BP, CRF-induced calcium fluorescence | actives 0.59% (n = 350,000) | AID 588475 | inhibition, % at 11.8 µM;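 active means inhibition of the ligand-induced calcium signal above about 50% at the single tested concentration, limit read from the data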
# M5 PAM = potentiates acetylcholine response at human M5 receptor; actives 0.3% (n = 360,000); CHO-K1 hM5, Fluo-8 calcium, ACh EC20 PAM; 0% = ACh EC20, 100% = ACh EC100; P08912; AID 624038; activation, % at 3 µM;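 active means activation above the run cutoff, the mean activation of all test compounds plus 3 SD, cut at about 18% in these data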
#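 Assay system – human M5 receptor in CHO-K1 cells · Read-out – % activation, ACh-normalized · Technique – Fluo-8 calcium fluorescence · Dosing – single-point, 3 µM nominal · Incubation – Fluo-8 loading 80 min at 37 °C plus 30 min room temperature · Repeats – singlicate, one well per test compound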
# M4 antag = CHRM4 antagonism in calcium assay. actives 0.73% (n = 360,000). CHO-hM4 cells, ACh EC80, Fluo-8 calcium fluorescence. AID 624125. inhibition, % at 3 µM;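 active means inhibition above its plate's cutoff, the mean inhibition of sample wells plus 3 SD, cut at about 27% in these data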;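 further: 0% = acetylcholine EC80 with DMSO and 100% = DMSO without agonist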
# M4 ag = agonists of human muscarinic M4 receptor (CHRM4). CHO-K1 hM4/Gqi5, Fluo-8 calcium fluorescence; vehicle 0%, full acetylcholine response 100%. actives 0.14% (n = 360,000). P08173. activation, % at 3 µM;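 active means activation above the run mean over all test wells plus 3 SD, cut at about 32% in these data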;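 further: peak over basal fluorescence ratio per well then scaled between controls; 0% = DMSO wells and 100% = acetylcholine at EC100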
# * hit, by the source's call; · = not tested or not shown; & = joins results of further samples.
SMILES,M5 ag,CHRM5 antagonist,M4 PAM,M1 PAM,CRFBP-R2 agonist,CRFR2-BP antag,M5 PAM,M4 antag,M4 ag
Cc1ccc(C(=O)CC(=O)c2ccccc2)cc1,-2,-13,1,11,-1.3,0,2,-2,0
O=C(c1ccccc1)c1ccc(Oc2ncccn2)cc1,-7,0,3,11,-1.6,-16,5,5,1
O=C(O)Cn1nnn(-c2ccccc2)c1=S,-2,-4,5,6,-0.8,-2,-1,2,1
Cc1ccc(SC(C)C(=O)NCc2ccncc2)cc1 (configuration not stated),-18,10,-2,-17,-0.6,4,-6,3,0
COc1ccc(OC)c(Nc2ncnc3sccc23)c1,1,13,-4,17,14,-8,17,-6,1
Cc1ccc(NS(=O)(=O)c2ccc(C(=O)NCC(c3ccco3)N3CCCCC3)cc2)cc1 (configuration not stated),15,8,-9,-19,23,-35,0,-2,14
Cc1ccc(S(=O)(=O)Nc2cc(-c3ccccc3)nn2C)cc1,0,7,-6,0,-8.7,10,-4,10,-1
O=Cc1cccnc1SCc1ccccc1,3,4,7,20,1.7,-7,1,8,0
CCN(C)C1CN(Cc2cn(CCCOC)nn2)S(=O)(=O)C1 (configuration not stated),2,1,2,·,·,·,3,-1,0
O=C(c1ccccc1)C1C(=O)c2ccccc2C1=O,1,-4,11,6,6.1,10,2,-2,0
CCn1cc(C(=O)NCc2ccco2)c(=O)c2cc(F)c(N3CCN(C(=O)c4ccco4)CC3)cc21,-6,-8,1,0,-1.5,27,-24,-5,6
CC(C)CC(=O)Nc1ccc(Cc2ccncc2)cc1,2,4,-5,11,1.8,17,0,3,1
CC(C)COc1ccc(C(=O)NC(=S)Nc2ccc(CN3CCOCC3)cc2)cc1,-3,-7,-2,-2,-2.0,-28,1,4,1
Cc1cc(NC(=O)CSCc2nc(-c3cccc(F)c3)oc2C)no1,3,5,0,4,-1.5,-5,-6,7,3
CC(=O)c1ccc(NC(=O)C(Cc2ccccc2)n2cccc2)cc1 (configuration not stated),1,-2,4,6,1.3,13,4,-9,0
COc1ccc(NC(=O)C2CCC(CNc3c(N4CCC(C)CC4)c(=O)c3=O)CC2)cc1OC (configuration not stated),0&1,12&8,2&-8,7&1,-0.7&2.0,0&10,7&-5,-5&9,0&1
c1ccc(SCCCCN2CCOCC2)cc1,-14,8,2,2,-0.1,1,6,-1,0
O=C(/C=C/c1ccccc1)c1ccccn1,-3,6,-1,4,0.8,-19,-4,11,1
CCN(CC)S(=O)(=O)c1ccc(NC(=O)CN(c2cccc(C)c2)S(C)(=O)=O)cc1,0,18,-4,-5,-1.3,-1,-13,4,3
S=c1[nH]nc(C2CC2)n1Cc1ccccc1,-8,-18,-2,0,-0.5,10,9,-3,1
CC(=O)Nc1ccc(S(=O)(=O)N(C)CC(=O)N/N=C/c2cccs2)cc1,-1,25,1,7,-0.5,2,-6,-5,1
CCOc1ccc2c(c1)C(c1ccc(C)cc1)=NNC(c1ccc(C)cc1)=N2,-4,-2,11,7,0.1,-1,1,3,-3
COc1ccc2cc(C#N)c(N3CCN(C(=O)c4ccccc4C)CC3)nc2c1,-1,12,-7,-7,0.3,-17,-7,4,9
Cc1cc(Cl)cc(Br)c1OCCCN1C(=O)NC(C)(C)C1=O,-2,0,-7,8,-2.9,-35,0,7,1
C[C@]12C[C@H](O)[C@@H]3c4ccc(O)cc4CCC3[C@@H]1CCC2=O (some centres not stated),-1,16,-3,11,0.6,10,-2,-6,2
# Continuation:
SMILES,M5 ag,CHRM5 antagonist,M4 PAM,M1 PAM,CRFBP-R2 agonist,CRFR2-BP antag,M5 PAM,M4 antag,M4 ag
CCCCN(C(=O)c1cccs1)c1c(N)n(Cc2ccccc2)c(=O)[nH]c1=O,0,-1,5,-1,-1.3,-8,2,-2,0
Cc1nc(N)[nH]c(=O)c1CC(=O)OCCCl,0,-6,5,3,-1.5,1,7,-6,0
CNNC(=S)Nc1ccc(Cl)cc1,1,2,-3,11,-2.7,6,11,-3,-2
Cc1cc(N2C(=O)C(=O)/C(=C(/O)c3ccc(F)cc3)C2c2cccc(Br)c2)no1 (configuration not stated),-4,0,1,3,0.1,5,0,-8,1
CC(=O)NC12CC3CC(C1)CC(C(=O)N(C)CC(=O)Nc1ccccc1Cl)(C3)C2,-1,6,7,10,0.1,11,3,0,1
CC1(C)CN=C(c2ccccc2)NC1,-5,20,-2,5,5.7,-19,1,-7,0
c1ccc(-c2nc(-c3cccs3)[nH]c2-c2ccccc2)cc1,2,20,-4,-2,-1.7,-23,-18,16,-1
COc1ccc(C2=NCCc3cc(OC)c(OC)cc32)cc1OC,-3,-2,-11,2,0.1,1,2,6,0
COc1ccc(CN2CCN(C(=O)c3ccc(-c4ccccc4)cc3)CC2)c(OC)c1OC,-4,-3,-5,5,1.5,-2,-9,4,2
CN(C)CCNc1oc(-c2ccccc2Cl)nc1S(=O)(=O)c1ccccc1,-3,1,2,6,-0.6,-2,9,-19,2
CN(C)C(=O)N1CCCC(C(=O)NCCc2ccccc2)C1 (configuration not stated),-1,-8,4,1,1.5,4,4,-9,1
CCCCS/C(N)=N/N=C/c1ccccc1O,-5,-4,6,12,0.7,-16,6,0,2
CCCCn1c(=O)[nH]c(=O)c2c1nc(-c1ccc(-c3ccccc3Br)o1)n2CCOC,1,3,2,2,-0.8,2,-6,11,0
COc1ccc(S(=O)(=O)N2CCC[C@H]2C(=O)N2CCC[C@H]2C(=O)NCc2ccc(F)cc2F)cc1C,-1,-1,0,·,·,·,-7,-9,0
COC(=O)c1c(C)[nH]c(C(=O)CN(C)CC(=O)Nc2cccc(F)c2)c1C,0,8,16,9,0.9,-3,0,-3,8
CSCCC(NC(=O)CCN1C(=O)c2ccccc2C1=O)C(=O)O (configuration not stated),-3,0,-1,7,-1.0,-8,0,9,0
COc1c2c(cc3oc(CO[C@@H]4O[C@H](CO)[C@@H](O)[C@H](O)[C@H]4O)cc(=O)c13)O[C@H](C(C)(C)O)C2,4,-7,12,18,-1.9,12,15,-3,1
COc1ccc(CN(C)C(=O)COC(=O)c2c(C)nn(-c3ccc(F)cc3)c2Cl)cc1,2,-1,-3,5,-0.8,13,-1,-1,5
COc1ccc(CCN2CCCC(CN(C)C(=O)c3cc(C)oc3C)C2)cc1 (configuration not stated),-8,13,-6,-3,-0.1,4,-6,8,0
CN1CCN(C(=O)/C=C/c2ccc(C#N)cc2)CC1,1,1,2,7,-0.1,-7,6,-3,0
CC(=O)c1ccc(C(=O)Nc2sc3c(c2C(N)=O)CCN(Cc2ccccc2)C3)cc1,-1,-2,-6,-1,·,·,-7,-4,11
O=C(NCC1CCCO1)c1ccc(Cn2c(=S)[nH]c3ccccc3c2=O)cc1 (configuration not stated),2,1,-1,-3,-3.2,-2,3,-6,1
CSc1ncnc2c1ncn2CCCNCCc1ccccn1,-1,2,14,5,0.2,-3,-2,-24,1
Cc1cccc(-n2c(O)c(C=Nc3ccccc3O)c3ccccc3c2=O)n1,0,6,-12,0,-0.5,-3,-4,-1,5
COc1ccc(NC(C)=O)cc1NC(=O)CSc1nnc(-c2ccccc2)n1N,0,1,21,1,5.5,-20,2,6,0
# Remaining list, next part.
SMILES,M5 ag,CHRM5 antagonist,M4 PAM,M1 PAM,CRFBP-R2 agonist,CRFR2-BP antag,M5 PAM,M4 antag,M4 ag
Cn1ncc(Cl)c1C(=O)NC(=S)Nc1sc2c(c1C#N)CCCCC2,-1,3,-5,6,0.8,-3,8,-7,1
CCN(CC)c1ncnc2sc(C(=O)N3CCN(c4ccc(OC)cc4)CC3)c(C)c12,-2,0,4,2,-0.4,-1,5,-6,0
O=C(NNC(=O)c1ccccc1-c1ccccc1C(=O)O)c1cccc([N+](=O)[O-])c1,0,8,12,3,0.3,10,-1,2,0
COc1cc(-c2nc3ccccn3c2NCc2ccccc2)ccc1SC1CCCCC1,-3,15,-6,-5,0.2,4,-18,27*,6
COc1ccc(S(C)(=O)=O)cc1S(C)(=O)=O,2,-5,5,18,0.2,2,5,-3,0
Cc1ccc(NC(=S)NC(=O)c2ccc(F)cc2)cc1S(=O)(=O)Nc1ccccc1Cl,-2,5,1,5,3.1,0,-7,0,3
C=CCN(C(=O)c1csnn1)C(C(=O)NC1CCCC1)c1ccccc1F (configuration not stated),-1,7,-5,2,0.4,-8,-5,6,2
COc1ccc(N2CCN(CC(O)c3c[nH]c4ccc(OC)cc34)CC2C)cc1 (configuration not stated),2,4,-4,-1,-0.8,14,-4,-4,4

# Whole records from above:
# Shown for COc1c2c(cc3oc(CO[C@@H]4O[C@H](CO)[C@@H](O)[C@H](O)[C@H]4O)cc(=O)c13)O[C@H](C(C)(C)O)C2 → M5 ag: 4; CHRM5 antagonist: -7; M4 PAM: 12; M1 PAM: 18; CRFBP-R2 agonist: -1.9; CRFR2-BP antag: 12; M5 PAM: 15; M4 antag: -3; M4 ag: 1
# Shown for O=Cc1cccnc1SCc1ccccc1 → M5 ag: 3; CHRM5 antagonist: 4; M4 PAM: 7; M1 PAM: 20; CRFBP-R2 agonist: 1.7; CRFR2-BP antag: -7; M5 PAM: 1; M4 antag: 8; M4 ag: 0

# 13 entries out of the list, ordered by count of non-hydrogen atoms, falling.
SMILES,M5 ag,CHRM5 antagonist,M4 PAM,M1 PAM,CRFBP-R2 agonist,CRFR2-BP antag,M5 PAM,M4 antag,M4 ag
Cc1ccc(NS(=O)(=O)c2ccc(C(=O)NCC(c3ccco3)N3CCCCC3)cc2)cc1 (configuration not stated),15,8,-9,-19,23,-35,0,-2,14
COc1cc(-c2nc3ccccn3c2NCc2ccccc2)ccc1SC1CCCCC1,-3,15,-6,-5,0.2,4,-18,27*,6
CC(=O)c1ccc(C(=O)Nc2sc3c(c2C(N)=O)CCN(Cc2ccccc2)C3)cc1,-1,-2,-6,-1,·,·,-7,-4,11
CC(C)COc1ccc(C(=O)NC(=S)Nc2ccc(CN3CCOCC3)cc2)cc1,-3,-7,-2,-2,-2.0,-28,1,4,1
CC(=O)NC12CC3CC(C1)CC(C(=O)N(C)CC(=O)Nc1ccccc1Cl)(C3)C2,-1,6,7,10,0.1,11,3,0,1
CCCCN(C(=O)c1cccs1)c1c(N)n(Cc2ccccc2)c(=O)[nH]c1=O,0,-1,5,-1,-1.3,-8,2,-2,0
CN(C)CCNc1oc(-c2ccccc2Cl)nc1S(=O)(=O)c1ccccc1,-3,1,2,6,-0.6,-2,9,-19,2
CN(C)C(=O)N1CCCC(C(=O)NCCc2ccccc2)C1 (configuration not stated),-1,-8,4,1,1.5,4,4,-9,1
O=C(c1ccccc1)c1ccc(Oc2ncccn2)cc1,-7,0,3,11,-1.6,-16,5,5,1
O=C(c1ccccc1)C1C(=O)c2ccccc2C1=O,1,-4,11,6,6.1,10,2,-2,0
Cc1ccc(C(=O)CC(=O)c2ccccc2)cc1,-2,-13,1,11,-1.3,0,2,-2,0
c1ccc(SCCCCN2CCOCC2)cc1,-14,8,2,2,-0.1,1,6,-1,0
O=C(O)Cn1nnn(-c2ccccc2)c1=S,-2,-4,5,6,-0.8,-2,-1,2,1
